# Source: PubChem
# MEKK2 WT-MEK5: raises or lowers MEK5 binding to wildtype human MEKK2 PB1 domain. Q9Y2U5. bead flow cytometry, Alexa488-MEK5 binding to MEKK2 WT; actives lie on both sides. binding response (% of control), % at 10 µM. actives 1.1% (n = 290,000); in the data active = binding response below about 67% or above about 130%
# DNA FID counter: displaces DNA intercalator in HCV helicase counter-screen; actives 0.17% (n = 290,000); inhibition, % at 7.9 µM; DNA fluorescent intercalator displacement, fluorescence; in the data active = inhibition above about 37%;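 also: 0% = vehicle and 100% = reference compound; higher means more ethidium bromide displaced from hairpin DNA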
# UBC9 SUMO inh: inhibitors of human SUMOylation (UBC9); inhibition, % at 35 µM; HTRF SUMOylation assay, SAE1/SAE2 + UBC9, in vitro; AID 2006; P63279; actives 0.36% (n = 290,000); in the data active = inhibition above about 50%, passing the limit was not always enough; also: strong numbers were not always called active
# Target sequence (P63279 whole entry, looked up): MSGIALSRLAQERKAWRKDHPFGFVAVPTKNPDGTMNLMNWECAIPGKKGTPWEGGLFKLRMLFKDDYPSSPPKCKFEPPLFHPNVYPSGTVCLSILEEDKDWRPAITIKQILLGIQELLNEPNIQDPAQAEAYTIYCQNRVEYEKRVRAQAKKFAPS
# MEKK2 mut-MEK5: signal of MEK5 binding to mutant human MEKK2 PB1 domain. bead flow cytometry, Alexa488-MEK5 binding to MEKK2 mutant. percent response, % at 10 µM. actives 0.35% (n = 290,000). AID 1530; in the data active = percent response above about 24%, passing the limit was not always enough; also: inactives centre near 1; some results filed as inactive read as strong as hits
# NS3 helicase inh: blocks Hepatitis C virus NS3 helicase unwinding; inhibition, % at 10.9 µM; NS3 helicase DNA unwinding, Cy5 molecular beacon fluorescence; actives 0.56% (n = 290,000);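 active = inhibition above the mean of all tested compounds plus 3 SD, set per campaign, cut at about 35% in these data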;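 also: 0% = DMSO wells and 100% = thioflavine S control wells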
#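 Compound dosing – single dose, 10.9 µM nominal final, DMSO 0.8% final · System – NS3 helicase fragment of HCV · Buffer or medium – MOPS pH 6.5, MgCl2, DTT, Tween20, BSA · Signal – Cy5 beacon fluorescence read at start and 1 h · Also added – annealed dual-labelled DNA beacon duplex, ATP-started · Schedule – 1 h at 25 °C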
# IMP-1 inhibitor: inhibitors of Pseudomonas aeruginosa IMP-1 metallo-beta-lactamase; actives 0.45% (n = 290,000); AID 1556; purified IMP-1, nitrocefin hydrolysis, epi-absorbance fluorescence; inhibition, % at 5.6 µM;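 active = inhibition above the mean plus 3 SD of all compounds in the same screening run, cut at about 4.5% in these data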;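 also: 0% = IMP-1 with DMSO and 100% = DMSO wells lacking enzyme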
#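 assay system = purified recombinant IMP-1 metallo-beta-lactamase enzyme | schedule = 15 min preincubation plus 25 min reaction at 25 °C | signal = Epi-absorbance fluorescence, 480 nm excitation, 530 nm emission | read-out basis = percent inhibition from optical density relative to buffer-blank wells | controls = IMP-1 with DMSO as 0%, enzyme-free DMSO as 100%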
# NALP1 yeast inh: NALP1 inhibition | S. cerevisiae NALP1/ASC/caspase-1 growth, X-gal OD620, 72 h | inhibition, % at 10 µM | actives 0.61% (n = 280,000); in the data active = inhibition mostly above about 24%, no sharp cut-off; inactive = mostly below about 32%; also: some compounds called inactive have numbers as strong as hits
# VIM-2 inhibitor: inhibitors of Pseudomonas aeruginosa VIM-2 metallo-beta-lactamase | AID 1527 | actives 0.89% (n = 290,000) | inhibition, % at 5.6 µM | purified VIM-2, nitrocefin hydrolysis, epi-absorbance fluorescence;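 active = inhibition above the mean of all tested compounds plus 3 SD, cutoff set per screening run, cut at about 7.5% in these data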;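 also: red hydrolysis product quenches plate fluorescence so inhibitors raise well fluorescence; 0% = enzyme with DMSO and 100% = DMSO without enzyme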
# PfM18AAP inh: PfM18AAP enzyme inhibition | inhibition, % at 7.35 µM | actives 1.2% (n = 290,000) | recombinant PfM18AAP, H-Glu-NHMec fluorogenic cleavage;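 active = inhibition above the campaign mean inhibition over all tested compounds plus 3 SD, cut at about 28% in these data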;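 also: 0% = plate median of test compound wells and 100% = 2 mM ZnCl2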
# Active calls of the source: *; i = inactive; . = not tested or not shown; & = joins results of further samples.
# The first two compounds (preview)
SMILES,MEKK2 WT-MEK5,DNA FID counter,UBC9 SUMO inh,MEKK2 mut-MEK5,NS3 helicase inh,IMP-1 inhibitor,NALP1 yeast inh,VIM-2 inhibitor,PfM18AAP inh
CCN1CC2(COC(=O)c3ccccc3N)CCC(OC)C34C5CC6C(OC)CC(O)(C5C6OC)C(O)(C(OC)C23)C14 (stereo not given),94,-7,16,-5,7,-0.3,-12,-3.2,-11
Nc1ccc(C2(c3ccc(N)cc3)CN3CCC2CC3)cc1,117,2,-1,15,-7,-5.9,63,-3.3,-3

# The whole of this part, previewed entries included:
SMILES,MEKK2 WT-MEK5,DNA FID counter,UBC9 SUMO inh,MEKK2 mut-MEK5,NS3 helicase inh,IMP-1 inhibitor,NALP1 yeast inh,VIM-2 inhibitor,PfM18AAP inh
CCN1CC2(COC(=O)c3ccccc3N)CCC(OC)C34C5CC6C(OC)CC(O)(C5C6OC)C(O)(C(OC)C23)C14 (stereo not given),94,-7,16,-5,7,-0.3,-12,-3.2,-11
Nc1ccc(C2(c3ccc(N)cc3)CN3CCC2CC3)cc1,117,2,-1,15,-7,-5.9,63,-3.3,-3
Cc1ccccc1C1=NCC(=S)Nc2ccc(Cl)cc21,98,-12,18,1,-4,-5.4,-78,-6.1,6
CN(C)c1ccc(/C=C/[N+](=O)[O-])cc1,89,2,2,-4,-1,-1.9,80*,-0.1,31*
CCn1c(=N)n(Cc2ccccc2F)c2ccccc21,114,-8,-10,0,-4,-2.6,17,-0.8,-4
CC(C)C1(C)N=C(c2ncccc2C(=O)O)NC1=O (stereo not given),104,-1,-2,2,-2,-1.2,-1,0.8,-5
COc1ccc2c(c1)/C(=C/c1cnc[nH]1)C(=O)N2,104,7,-2,7,-3,-4.4,13,6.5,2
Cc1cc(C=C2C(=O)N(C)C(=O)N(C)C2=O)c(C)n1-c1ccccc1,99,-2,12,-4,8,-2.7,6,-1.8,-17
O=C1Nc2ccccc2/C1=C/c1cnc[nH]1,100,2,-35,4,1,-2.3,1,-1.9,3
CC(Cc1ccccc1Sc1ccccc1O)N(C)C (stereo not given),111,6,8,8,-7,-3.8,-4,-1.5,-3
CC#CP(=O)(OC)C(O)(CF)c1ccccc1 (stereo not given),86,-1,6,-3,-2,-3.1,24,0.2,-10
Cc1cccc(-n2c(-c3ccco3)nc3ccccc3c2=O)c1C,100,-18,-16,0,-3,-2.6,-9,-2.4,-6
N#Cc1ccc(NC(=O)CN2CCCCCC2)cc1Cl,105,0,6,3,-16,-1.3,14,0.2,1
COc1ccc(CN2C(=O)NC(=O)/C(=C/c3cc(OC)c(OC)c(OC)c3)C2=O)cc1,91,-26,4,-20,4,-1.2,.,-1.8,0
Clc1ccc(N2CC2c2ccncc2)cc1 (stereo not given),102,-3,-8,0,-3,-1.2,2,-1.8,2
N#CC(c1ccccc1)N1CCOCC1 (stereo not given),103,-3,6,9,-4,-2.4,20,-2.8,-9
O=[N+]([O-])c1ccc2c(c1)C(c1ccccc1)=NCCN2,103,5,1,0,3,-2.6,25,-2.2,-1
COc1ccc(CCNCc2cccc(C(F)(F)F)c2)cc1OC,89,21,0,-9,0,-2.2,4,-0.4,-1
CC1=CC(=C2C(=O)NC(=O)NC2=O)C=C(C(F)(F)F)N1Cc1ccccc1,97,-16,2,-2,10,-2.0,5,-5.2,-16
COc1cc(/C=C2/C(=O)NC(=O)N(c3ccc(C)cc3)C2=O)cc(OC)c1OC,100,-20,19,4,0,-1.8,-9,-1.9,4
OC(CNC1CCCCCCC1)c1ccccc1 (stereo not given),83,23,7,-6,6,0.0,-17,0.2,-9
CCC(=NCCN1CCOCC1)c1c(O)n(C2CCCCC2)c(=O)[nH]c1=O,109,-11,-16,12,0,-2.3,-2,-1.7,2
O=C1NC(=O)N(Cc2ccccc2Cl)C(=O)/C1=C/c1cccs1,89,-21,-5,-6,23,-1.1,20,-0.6,8
NC1C2CN3CCN(C2)CC1(c1ccccc1)C3 (stereo not given),98,-1,5,-2,6,-1.2,8,-1.9,0
O=C1NC(=O)N(c2ccccc2)C(=O)/C1=C\c1ccc([N+](=O)[O-])s1,98,-10,55*,2,41*,3.0,.,-3.3,7
Cc1ccc(-n2c(O)c(/C=N/N3CCCCC3c3cccnc3)c(=O)[nH]c2=S)cc1 (stereo not given),96,-19,-4,-1,0,-2.2,35,-2.1,-5
CCOC(=O)c1c(-n2c(C)cc(C=C3C(=O)NC(=O)NC3=O)c2C)sc2c1CCCC2,.,-27,13,.,7,0.5,20,-2.3,1
CC1CCCN(C(=O)c2ccc(N3CC4CC(C3)c3cccc(=O)n3C4)c([N+](=O)[O-])c2)C1 (stereo not given),101,-24,18,-1,-7,-1.5,-7,-3.7,-1
O=C(c1ccccc1)c1cn(CC(=O)N2CCCc3ccccc32)c2ccccc12,91,-17,6,1,-3,-3.2,14,-4.1,-3
Nc1ccc(Cl)cc1C(=O)c1ccccc1Cl,96,-5,-26,-3,3,0.0,20,-0.1,-4
COc1ccccc1CCNC1CCCC(C)C1 (stereo not given),102,5,-10,1,-8,-2.2,23,-3.7,5
Cc1ccc(C2N(c3ccccn3)C(=O)C3CCCN32)o1 (stereo not given),101,6,6,-1,18,-1.2,-4,-2.9,-4
C=CCn1c(O)c(C(C)=NC(C)c2ccccc2)c(=O)[nH]c1=O (stereo not given),96,-23,14,-2,11,-1.4,.,-1.9,2
O=C1NC(=O)[C@]2(Cc3ccccc3N3CCN(c4ccccc4)CC32)C(=O)N1c1ccccc1 (stereo not given in full),95,-18,-3,0,6,-4.2,-14,-2.1,5
CCOc1ccccc1N1C(=O)NC(=O)C(CCc2ccncc2)(CCc2ccncc2)C1=O,105,-11,-9,3,19,0.2,1,0.1,4
N#CSCC(=O)N1c2ccccc2CCc2ccccc21,100,-18,15,-2,-13,-2.1,22,-2.1,10
COC(=O)C(O)(c1ccc(N(C)S(=O)(=O)c2ccccc2)cc1)C(F)(F)F (stereo not given),106,-15,-4,2,1,-2.6,-5,-0.8,1
COc1ccc(C(C)=O)cc1CC(C(=O)c1ccc(F)cc1)N(C)C (stereo not given),107,-1,-12,0,-6,-2.2,20,-2.2,-3
COC(=O)c1c(C)n(Cc2ccc3c(c2)OCO3)c2ccc(O)cc12,102,-18,4,4,-15,-3.0,26,0.2,7
CC(N)Cc1c[nH]c2ccc(Cl)cc12 (stereo not given),113,3,.,3,-8,-1.4,.,-1.2,0
Cc1ccc(/C=C2\C(=O)NC(=O)N(CC3CCCO3)C2=O)s1 (stereo not given),90,-3,16,-9,12,-1.0,i,-1.4,-7
O=C(O)Cn1cc(C=C2C(=O)NC(=O)NC2=O)c2ccccc21,106,-3,3,5,15,1.0,13,-4.5,27
CN(c1ccc(OCC(=O)N2CCN(C/C=C/c3ccccc3)CC2)cc1)S(=O)(=O)c1cccs1,102,-20,3,1,-24,-2.4,4,-0.8,4
O=[N+]([O-])NC1=NCCN1Cc1ccc(Cl)nc1,104,8,-2,2,3,-1.4,17,0.8,-8
Cn1cccc1CNCCc1ccccc1,107,4,-7,4,-5,-2.0,10,-3.4,5
COc1cccc(O)c1CN1CCCC(C(=O)c2ccccc2SC)C1 (stereo not given),96,4,4,-6,-17,-2.5,4,-3.1,2
CC/C(=N\NC(=O)c1ccccc1O)c1c(O)n(Cc2ccccc2)c(=O)[nH]c1=O,108,-23,20,4,7,-4.2,-33,-2.6,10
CC1=C(/C=C/c2ccccc2)CCN(C)C1,117,1,10,11,-1,-2.9,7,-1.7,-3
C#CCN1CCN(c2cccc(C(F)(F)F)c2)CC1,87,4,-7,-10,5,0.0,5,2.4,-12
Cc1cccc(-n2c(O)c(C=NCCN3CCCCC3)c(=O)[nH]c2=O)c1,75,-3,17,-24,-5,-3.2,8,-1.0,-6
# Other compounds follow:
SMILES,MEKK2 WT-MEK5,DNA FID counter,UBC9 SUMO inh,MEKK2 mut-MEK5,NS3 helicase inh,IMP-1 inhibitor,NALP1 yeast inh,VIM-2 inhibitor,PfM18AAP inh
Cc1ccc(-c2nc3ccccc3c(=O)n2-c2cccc(O)c2)cc1,102,-22,-3,-1,10,-3.3,-5,-2.7,13
NC(=O)Nc1cccc(C(F)(F)F)c1,98,0,5,-5,-4,-0.4,-4,-0.5,2
COc1ccc(-n2c(O)c(C(C)=NCc3ccc4c(c3)OCO4)c(=O)[nH]c2=O)cc1,101,-9,19,0,-5,-3.3,.,-2.0,-11
COC(=O)c1cncn1C(C)c1ccccc1 (stereo not given),98,-1,-6,-4,2,-3.1,10,-3.4,1
CCCC12CN3CCN(C1)CC(CCC)(C3)C2=O,104,-1,12,6,1,-2.2,4,-1.4,-1
C=CCSc1nc2c(c(-c3ccsc3)c1C#N)CN(C)CC2,98,5,39,0,-36,-1.6,.,1.0,-3
CCOc1nc(NC(C)C)nc(N2CC3CC(C2)c2cccc(=O)n2C3)n1 (stereo not given),106,-10,1,3,-11,-3.0,6,-2.0,-4
CC(C)[C@]12O[C@H]1[C@@H]1O[C@]13[C@]1(O[C@H]1C[C@H]1C4=C(CC[C@@]13C)C(=O)OC4)[C@@H]2O,82&95,1,-5,0&0,-4,0.1,0,-0.5,0
CCCCN=C[C@]12CCC(O)CC1(O)CCC1[C@@H]2CC[C@]2(C)[C@H](C3C=CC(=O)O3)CCC12O (stereo not given in full),104,-6,3,4,-1,1.1,8,-3.0,2
CC1CN=C(NCc2ccc(F)cc2)S1 (stereo not given),95,1,6,0,-6,-2.8,14,-3.2,-1
O=c1c2ccccc2nc(Cc2ccccc2)n1-c1ccccc1O,82,-10,-13,-16,3,-1.9,10,0.3,1
O=C1CC(c2cccnc2)=NN1c1ccc(Cl)cc1Cl,88,-12,22,-14,11,-3.1,7,-3.7,12
O=c1[nH]c(CN2CC=C(c3ccccc3)CC2)nc2scc(-c3ccccc3)c12,101,-6,23,0,-22,-1.1,.,1.1,-5
O=C(N/N=C1/CN2CCC1CC2)c1cccc(O)c1,110,-5,8,2,-5,-3.2,15,-3.5,1
C/C(=N\N1CCCCCC1)c1c(O)n(-c2ccc(Cl)cc2)c(=O)[nH]c1=O,95,-6,11,-12,9,-3.5,.,-3.0,-3
Cc1c(C=C2C(=O)N(C)C(=O)N(C)C2=O)c(=O)n(-c2ccccc2)n1C,96,-3,-2,-2,-6,-1.5,33,0.4,0
CNC(C(=O)c1ccccc1)C(OC)c1cccc([N+](=O)[O-])c1 (stereo not given),100,3,13,3,0,-1.2,0,-1.9,-3
CCC(=Nc1ccc(OC)cc1OC)c1c(O)n(C)c(=O)n(C)c1=O,105,4,29,6,-8,-0.7,13,-0.1,6
CS(=O)(=O)NCc1nnc2n1-c1ccc(Cl)cc1C(c1ccccc1)=NC2,104,-13,-28,-2,1,-3.7,0,-3.0,1

# Compound profiles, as listed above.
# O=C1CC(c2cccnc2)=NN1c1ccc(Cl)cc1Cl across the screens: MEKK2 WT-MEK5 = 88; DNA FID counter = -12; UBC9 SUMO inh = 22; MEKK2 mut-MEK5 = -14; NS3 helicase inh = 11; IMP-1 inhibitor = -3.1; NALP1 yeast inh = 7; VIM-2 inhibitor = -3.7; PfM18AAP inh = 12
# O=c1[nH]c(CN2CC=C(c3ccccc3)CC2)nc2scc(-c3ccccc3)c12 across the screens: MEKK2 WT-MEK5 = 101; DNA FID counter = -6; UBC9 SUMO inh = 23; MEKK2 mut-MEK5 = 0; NS3 helicase inh = -22; IMP-1 inhibitor = -1.1; NALP1 yeast inh = .; VIM-2 inhibitor = 1.1; PfM18AAP inh = -5

# This is a subset (hit frequency here may not be typical).
